AmpC inh no detg – inhibitors of E. coli AmpC beta-lactamase without detergent. AmpC nitrocefin hydrolysis, absorbance 480 nm, 0.0001% Triton. Potency, µM (highest dose often 57.1 µM), for the others: at the highest dose activity change, negative = inhibition, hits mostly inhibitors. 330,000 tested, 0.52% active;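 further: potency means the concentration at half of the fitted maximal effect; plate controls were no compound for no effect and no enzyme for full effect; nearly all actives have a fitted effect of over 20% in size; some results filed as inactive show a strong effect at the top dose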
Target sequence (P00811 whole entry, looked up): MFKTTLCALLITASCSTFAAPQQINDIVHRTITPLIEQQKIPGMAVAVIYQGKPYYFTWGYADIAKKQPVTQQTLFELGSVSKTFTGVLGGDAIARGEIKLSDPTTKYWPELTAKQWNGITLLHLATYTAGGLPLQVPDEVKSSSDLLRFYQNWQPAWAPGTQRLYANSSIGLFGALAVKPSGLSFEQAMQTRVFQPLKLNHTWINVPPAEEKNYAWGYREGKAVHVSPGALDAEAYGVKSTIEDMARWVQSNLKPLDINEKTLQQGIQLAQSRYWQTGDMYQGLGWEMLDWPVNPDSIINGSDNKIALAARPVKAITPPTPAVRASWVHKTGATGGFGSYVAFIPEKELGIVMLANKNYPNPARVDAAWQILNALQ
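20 mM phosphate pH 7.0 + 0.01% (detergent screen) or 0.0001% Triton X-100; 5.3 nM AmpC reagent; cpd preinc 15 min RT; nitrocefin (800 uM stock) to start; A480 q20 s × 4 min; Activity was normalised to no-enzyme and no-compound control wells.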
Sm TGR inh – inhibitors of Schistosoma mansoni thioredoxin glutathione reductase. Q962Y6. purified TGR, DTNB reduction, TNB absorbance 405 nm. Potency, µM (titrated, usually from 114 µM), without a hit: at the top dose activity change, negative = inhibition, hits mostly inhibitors. 360,000 tested, 3% active. AID 485364; further: potency means the concentration at half of the fitted maximal effect; nearly all actives have a fitted effect of over 60% in size
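First, TGR (20 nM dispensed) and NADPH were mixed with compound. Second, a 15 min room-temperature incubation followed. Third, further NADPH and then DTNB were added to start the reaction. Finally, TNB absorbance was monitored kinetically.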
AmpC detergent – blocks E. coli AmpC beta-lactamase in detergent assay | P00811 | AmpC hydrolysis of nitrocefin, absorbance 480 nm, 0.01% Triton | Potency, µM (series often up to 114 µM), without a hit: at the top dose activity change, negative = inhibition, actives largely listed as inhibitors | 370,000 tested, 0.041% active | AID 485294;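 further: potency means the concentration at half of the fitted maximal effect; 0% = no-compound wells and -100% = no-enzyme wells; nearly all actives have a fitted effect of over 25% in size; some results filed as inactive show a strong effect at the top dose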
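AmpC (5.3 nM in the dispensed reagent) in 20 mM phosphate pH 7.0 with 0.01% (detergent screen) or 0.0001% Triton X-100 was preincubated with compounds for 15 min at room temperature. Nitrocefin was then added from an 800 uM solution, and hydrolysis was followed at 480 nm.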
HCMV antiviral – human cytomegalovirus inhibition. activity change, negative = inhibition, % at 57.5 µM. HFF cells, HCMV-luciferase reporter, 72 h; active compounds read low. 410,000 tested, 4.5% active; in the data active means activity change below about -60%; inconclusive means no clear call, values can overlap the other calls; inactive means above about -39%
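Compounds were evaluated in HFFs infected with an HCMV luciferase reporter virus (MOI 1 PFU/cell). Luciferase in lysates collected 72 h post infection served as the replication measure.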
HCV inhibitor – blocks hepatitis C virus; 340,000 tested, 3.4% active; Huh7.5.1 HCVcc-Cre infection, luciferase reporter, 44 h; AID 651820; Potency, µM (titrated, usually from 41.8 µM), inactives show top-dose activity change, negative = inhibition, hits mostly inhibitors; further: potency means the concentration at half of the fitted maximal effect
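Cells (1,000/well) were plated 4 h before compound, then infected with HCVcc-Cre virus (~0.5 moi). After 44 h further culture, infection was read as luciferase luminescence following a 15 min substrate incubation at room temperature.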
FBPA Giardia inh – blocks Giardia fructose-bisphosphate aldolase activity; A8B2U2; purified Giardia FBPA; Potency, µM (series often up to 59.6 µM), without a hit: at the highest dose activity, negative = inhibition, hits mostly inhibitors; 290,000 tested, 0.71% active; further: potency means the concentration at half of the fitted maximal effect; nearly all actives have a fitted effect of over 55% in size
Target sequence (A8B2U2 whole entry, looked up): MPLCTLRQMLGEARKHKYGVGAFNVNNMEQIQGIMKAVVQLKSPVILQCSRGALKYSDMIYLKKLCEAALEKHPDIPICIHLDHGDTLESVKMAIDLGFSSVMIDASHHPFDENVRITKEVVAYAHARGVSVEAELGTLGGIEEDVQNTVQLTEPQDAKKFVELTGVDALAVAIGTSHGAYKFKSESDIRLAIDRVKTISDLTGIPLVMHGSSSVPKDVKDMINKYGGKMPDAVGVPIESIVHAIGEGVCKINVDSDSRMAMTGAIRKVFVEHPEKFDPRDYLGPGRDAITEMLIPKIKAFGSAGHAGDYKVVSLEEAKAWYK
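40 nM FBPA preincubated 10 min at RT with compound (up to 57.5 uM final), then substrate plus GAPDH/TPI/NAD/arsenate coupling and diaphorase/resazurin added. Fluorescence read after 20 min at RT, 525/598 nm.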
* hit, by the source's call; ? = inconclusive; . = no result given; & = joins results of further samples; [ ] = another dose, or the depositor's remark. Unless noted, the call rests on the fitted dose curve; in most records, active means well fitted curve in the direction sought with a large enough effect; inconclusive means small, poorly fitted or top-dose-only effect, or another doubt; inactive means no such curve, though single readings can be large; an effect the other way counts as inactive or inconclusive. Unless noted, on the % scale 0 is the no-effect control and ±100 the full control effect. Not a hit list; about 9.9% have a hit in one of these screens.

SMILES	AmpC inh no detg	Sm TGR inh	AmpC detergent	HCMV antiviral	HCV inhibitor	FBPA Giardia inh
CN(Cc1ccccc1)C(=O)COC(=O)c1ccc(Cl)c(N)c1	-3%	8%	4%	40	13%	2%
O=C(NC(=S)Nc1ccc(N2CCOCC2)c(Cl)c1)c1sc2ccccc2c1Cl	-19%	0%	-15%	?	16%	-4%
COc1ccc2c(c1)NC(=O)CC(c1ccccc1)=N2	-7%	6%	-3%	-23	?	0%
CC1CCCCC1NC(=O)CN(C)S(=O)(=O)c1cccc2nsnc12 (configuration not stated)	13%	1%	?	0	0%	4%
COCCn1c(N)c(N(Cc2ccccc2)C(=O)Cc2ccccc2F)c(=O)[nH]c1=O	-29%	0%	-1%	6	2%	2%
O=c1oc2ccccc2c(Nc2cccc(O)c2)c1[N+](=O)[O-]	-31%	-10%	-13%	27	-11%	-5%
CCc1ccc(-n2nc3ccc(NC(=O)c4cc5ccccc5o4)cc3n2)cc1	.	5%	11%	8	.	.
CCCCC1(C(=O)OCC)CC(CN2CCOCC2)OC1=O (configuration not stated)	-13%	-26%	8%	12	13%	-2%
COc1ccc(C(=O)Sc2ccc(Cl)cc2)cc1OC	-6%	0%	-2%	21	?	1%
COc1ccccc1Nc1cc(C(=O)NCCCN(C)c2ccccc2)c2ccccc2n1	.	-5%	3%	15	.	.
Cc1ccc(C(=O)N2CCN(c3ccc(C(F)(F)F)cn3)CC2)o1	26%	.	.	-34	-3%	.
Cc1ccc(C(CNS(=O)(=O)c2cc(F)ccc2F)N2CCN(C)CC2)cc1 (configuration not stated)	86%[activator]	0%	2%	-15	?	.
COc1ccc(CCNc2ncnc3c2c(-c2ccccc2)cn3-c2ccc(F)cc2)cc1OC	.	-1%	0%	-38	.	.
O=c1[nH]c(C2CCCN(S(=O)(=O)Cc3ccccc3)C2)nc2c1nnn2Cc1cccc(Cl)c1 (configuration not stated)	-6%	2%	-1%	?	13%	.
COC(=O)CC1=NN(c2ccccc2)C(=O)/C1=C\c1ccc(OC)cc1	-7%	0%	-10%	32	-8%	0%
Cc1cccc(-n2ccnc2SCC(=O)O)c1C	-17%	8%	3%	-16	9%	15%
Cc1cccn2c(=O)nc(SCC(=O)Nc3ccc4c(c3)OCCO4)nc12	-16%	-5%	-12%	-6	3%	.
Cc1csc(CN(C)C(=O)CC2C(=O)NCCN2Cc2ccc(-c3ccccc3)cc2)n1 (configuration not stated)	-12%	11%	-2%	-29	6%	3%
O=C(O)c1cc(N2CCOCC2)nc2ccccc12	-18%	-11%	-20%	12	8%	-27%
CC(C)(C)CC(=O)N1CCC(c2nc3c(nnn3Cc3c(F)cccc3Cl)c(=O)[nH]2)CC1	45%	31%	?	-30	12%	0%

A draw from above in order of SMILES length, rising:
SMILES	AmpC inh no detg	Sm TGR inh	AmpC detergent	HCMV antiviral	HCV inhibitor	FBPA Giardia inh
Cc1cccc(-n2ccnc2SCC(=O)O)c1C	-17%	8%	3%	-16	9%	15%
O=C(O)c1cc(N2CCOCC2)nc2ccccc12	-18%	-11%	-20%	12	8%	-27%
Cc1ccc(C(=O)N2CCN(c3ccc(C(F)(F)F)cn3)CC2)o1	26%	.	.	-34	-3%	.
Cc1ccc(C(CNS(=O)(=O)c2cc(F)ccc2F)N2CCN(C)CC2)cc1 (configuration not stated)	86%[activator]	0%	2%	-15	?	.
COc1ccc(CCNc2ncnc3c2c(-c2ccccc2)cn3-c2ccc(F)cc2)cc1OC	.	-1%	0%	-38	.	.
O=c1[nH]c(C2CCCN(S(=O)(=O)Cc3ccccc3)C2)nc2c1nnn2Cc1cccc(Cl)c1 (configuration not stated)	-6%	2%	-1%	?	13%	.

Next entries:
SMILES	AmpC inh no detg	Sm TGR inh	AmpC detergent	HCMV antiviral	HCV inhibitor	FBPA Giardia inh
COc1cc(/C=C2\C(=N)N3N=C(S(C)(=O)=O)SC3=NC2=O)ccc1OCCOc1ccccc1C	-17%	3%	1%	103	19%	10%
Cc1cc(F)ccc1NC(=O)C1CCCN(c2nnc(-n3c(C)ccc3C)s2)C1 (configuration not stated)	.	-22%	6%	?	.	.
O=C(CSc1ccc(-c2ccco2)nn1)Nc1ccccc1	-27%	7.1µM*	1%	18	?	-15%
COc1ccc(-c2nc(S(=O)(=O)c3ccccc3)c(N3CCCCC3)o2)cc1	.	?	15%	-14	.	.
COc1ccc2nc(NC(=O)c3sc4nc(C)cc(C)c4c3N)sc2c1	-2%	0%	-6%	-21	19%	-3%
COc1ccc(CCNC(=O)c2c(C)nc3ccccn23)cc1	-12%	9%	?	?	21%	7%
Cc1cc(C(=O)OCC(=O)NCCc2ccccc2)c(C)o1	14%	-26%	-10%	-20	-5%	1%
Cc1ccc(-c2cc(C(=O)OCC(=O)N(C)c3c(N)n(Cc4ccccc4)c(=O)[nH]c3=O)c3ccccc3n2)o1	152%[activator]	0%	-13%	-16	-7%	.
COc1ccccc1-n1c(N)c(C(=O)NCC2CCCO2)c2nc3ccccc3nc21 (configuration not stated)	152%[activator]	3%	?	42	-19%	-18%
CCOCCCN(Cc1ccco1)C(=O)c1cc2c(s1)-c1c(C)cccc1OC2	.	-7%	-7%	-31	.	.
CCOc1cc(CNn2nnnc2N)ccc1OCC(=O)NC(C)(C)C	-4%	0%	-2%	2	-5%	4%
CC(=O)c1c(C)oc2c1cc(NS(=O)(=O)c1c(C)cc(C)cc1C)c1ccccc12	.	?	2%	6	.	.
Cc1ccc(S(=O)(=O)N2CCCCC2C(=O)N2CCN(C)CC2)cc1 (configuration not stated)	-13%	-9%	3%	-19	?	-2%
O=C(/C=C/c1cccs1)Nc1nc(-c2ccccc2)cs1	-27%	-1%	-6%	-15	22µM*	-12%
Cc1cn2c(=O)c(S(=O)(=O)Nc3ccc(N4CCOCC4)cc3)c(C)nc2s1	.	5%	14%	37	.	.
CN(C)CCCNC(=O)C[C@H]1C[C@H](C(=O)N2CCOCC2)[C@@]2(C)c3[nH]c4ccc(Cl)cc4c3CCN2C1=O	32%	.	.	5	-7%	.
CCOc1ccc(-c2cc(CCCC(=O)NCCc3ccccc3)no2)cc1	-4%	2%	3%	-35	-5%	5%
O=C(c1ccc(Cl)c(Cl)c1)N1CCC(O)(CN2CCOCC2)CC1	2%	3%	2%	?	-3%	5%
COc1cc(OC)c2c(-c3ccccc3)cc(=O)oc2c1C(CC(=O)N1CCN(c2ccccc2)CC1)c1ccc2c(c1)OCO2 (configuration not stated)	-54%	-18%	-3%	.	.	1%
CN1CCN(c2nc3c(c(=O)n(C)c(=O)n3C)n2CCSc2nnnn2-c2ccccc2)CC1	16%	-2%	7%	18	-1%	-1%
CCC(=Nc1ccccc1)C1=C(O)CCCC1=O	-7%	-2%	-2%	20	6%	3%
O=C(Nc1cc(C(F)(F)F)ccc1Cl)c1cc(S(=O)(=O)NCc2ccccc2)ccc1F	.	2%	-2%	-16	.	.
CCCCNC(=O)Cn1ncc2c(C)n(Cc3cccc(Cl)c3)c(C)c2c1=O	.	12%	15%	-22	.	.
Cc1ccc(NC(=O)C2CCCN(S(=O)(=O)c3c(C)noc3/C=C/N(C)C)C2)cc1F (configuration not stated)	-17%	0%	-2%	-4	?	-5%
CN(C)/C=C/C(=O)c1ccc(Oc2ncccn2)cc1	4%	.	0%	59	31%[activator]	7%
COc1ccc(S(=O)(=O)NCCc2csc3nc(-c4cccc(C)c4)nn23)cc1F	.	1%	1%	?	.	.
Cc1ccc2nc(NC(=O)C3CCCN(S(=O)(=O)c4cccnc4)C3)sc2c1 (configuration not stated)	-19%	-10%	?	-39	?	-7%
CCCCOCCCNC(=O)C1c2ccccc2Oc2ccccc21	-6%	-7%	-7%	-2	-12%	-2%
N/C(=N\OC(=O)N1CCOCC1)c1ccc(Cl)cc1	-20%	1%	?	-31	2%	-2%
CCC(=O)c1ccc(OC(=O)c2cnccn2)cc1	-18%[11.4 µM]	?	-15%	29	15%	9%
COc1ccc(NC(=O)c2cc(-c3ccccc3Cl)on2)cc1	-25%	-13%	-11%	19	?	-7%
CC(=O)NC(CC(=O)Nc1ccc2c(c1)OCCO2)c1ccccc1 (configuration not stated)	8%	13%	-6%	33	6%	12%
CC(=O)NNc1nc2ccccc2s1	-12%	-23%	0%	0	15%	-1%
CCC1CCCCN1CCCNC(=O)c1ccc2c(c1)N(Cc1c(F)cccc1Cl)C(=O)CS2 (configuration not stated)	17%	-1%	-5%	?	14%	.
O=C(CN1CCN(Cc2ccccc2)CC1)Nc1ccc(Br)cc1	66%[activator]	-3%	-7%	-10	-21%	2%
COC(=O)c1scc(-c2ccc(C)cc2)c1S(=O)(=O)N1CCN(c2cccc(OC)c2)CC1	.	3%	36%[activator]	-20	.	.
CN1C2=CC=CC=CC2=[N+](C)C12C=CC(=[N+]([O-])[O-])C=C2[N+](=O)[O-] (configuration not stated)	-3%	?	-2%	?	-27%	?
CC(C)C(=O)NNC(=O)CSc1nc(C2CCCCC2)nc2ccccc12	-5%	-10%	-5%	6	7%	3%
CCOC(=O)C1CCN(c2ncnc3c2nc2n3CCCCC2)CC1	.	1%	6%	61	.	.
CCCCNc1cc(=O)oc2ccccc12	-11%	57%[activator]	-3%	-18	?	-6%
COc1ccc(-c2nc(SCC(=O)N3CCC(C)CC3)n[nH]2)cc1	.	18%	13%	14	.	.
O=[N+]([O-])c1cccc(-n2cccc2/C=N/Nc2nc(N3CCCCC3)nc(N3CCCCC3)n2)c1	-24%	4%	3%	-9	?	-6%
CC(Sc1nnnn1C)C(=O)NC(=O)NC1CCCCC1 (configuration not stated)	-16%	6%	1%	?	5%	3%
CC(Sc1nc(N2CCOCC2)c2c(c1C#N)CC(C)(C)OC2)C(=O)O (configuration not stated)	-14%	-4%	-4%	.	-12%	-3%
COc1ccc(C2(c3ccc(OC)cc3)NC(=O)N(CC(=O)Nc3cc(C)ccc3OC)C2=O)cc1	0%	-4%	4%	23	?	.
CC(C)(C)NC(=O)c1cc2c(ccc3ccccc32)oc1=O	1%	0%	?	-19	-14%	1%
Cc1cccc(N2CCN(Cc3nnc(-c4cccc(Br)c4)o3)CC2)c1C	.	1%	13%	-1	.	.
COc1ccc(CCN2CC(C(=O)NCCc3ccc(C)cc3)CC2=O)cc1OC (configuration not stated)	3%	-2%&16%	-15%&4%	-25&0	-30%	4%
CCOc1ccc(N(C)Cc2cc(=O)oc3ccc(OCC)cc23)cc1	-5%	-3%	2%	-29	?	-2%
CC(=O)Oc1ccc(C(=O)Nc2cccc(C(=O)Nc3ccccc3C(=O)O)c2)cc1	-46%	-1%	?	-7	0%	-2%
Following part
SMILES	AmpC inh no detg	Sm TGR inh	AmpC detergent	HCMV antiviral	HCV inhibitor	FBPA Giardia inh
COc1ccc(C(C(=O)NC2CCCCC2)N(CC2CCCO2)C(=O)CNC(=O)c2ccco2)cc1 (configuration not stated)	4%	-1%	-14%	-24	27%	0%
COc1nc(C)ccc1-c1noc(-c2ccco2)n1	-11%	0%	0%	82	?	-1%
CCOC(=O)c1ccccc1NC(=O)c1cccc(F)c1	-4%	0%	0%	-15	7%	-1%
O=C(Nc1ccc2nc(-c3ccccc3)[nH]c2c1)c1ccco1	-24%	28µM*	3%	-67*	?	-5%
CCCC1=Nc2cc(C(=O)NCc3ccco3)ccc2Sc2ccccc21	-38%	-27%	-2%	-69*	?	0%

From PubChem BioAssay
